High-throughput results from PubChem BioAssay.
P. falciparum M1AAP: P. falciparum M1AAP inhibitors, biochemical, fluorogenic H-Leu-NHMec substrate, 1536-well (AID 1445) | recombinant M1AAP, H-Leu-NHMec fluorogenic kinetic assay; higher % means a stronger effect | inhibition, % at 30 µM; hits with a dose series show IC50 in µM | hit rate 0.42% among 220,000;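 active = primary inhibition above the hit cutoff, then over 50% inhibition at one or more dose response concentrations, cut at about 23% in these data, passing the limit was not always enough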;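 note: plate controls were DMSO full reaction for no effect and no enzyme background for full effect; strong numbers were not always called active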
M17LAP inhibition: P. falciparum M17LAP inhibitors, primary screen, biochemical, fluorogenic H-Leu-NHMec substrate, 1536-well (AID 1619); hit rate 0.38% among 220,000; recombinant M17LAP, H-Leu-NHMec fluorogenic kinetic assay; higher % means a stronger effect; inhibition, % at 30 µM; hits with a dose series show IC50 in µM;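 active = compound inhibiting the enzyme by more than half at any dose during confirmatory dose-response retesting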;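 note: plate controls were full reaction with DMSO carrier for no effect and no enzyme background for full effect; strong numbers were not always called active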
b-catenin transl: beta-catenin nuclear translocation modulation; HeLa beta-catenin nuclear translocation, immunofluorescence imaging; nuclear translocation activity, % at 5 µM; hit rate 0.3% among 190,000; AID 1665;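 active = nuclear translocation activity above 50% at 5 µM, with a well cell count of 50 or more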;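 note: per-cell ratio of nuclear to cytoplasmic median beta-catenin stain intensity; plate controls were DMSO negative control for no effect and GSK-3 inhibitor IX positive control for full effect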
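Test system: human HeLa cells, native beta-catenin. Compound dosing: 5 µM primary single dose, 0.1% DMSO, 0.02–20 µM confirmation series. Incubation: compound exposure 24 h at 37°C. Detection: beta-catenin immunostaining with DAPI counterstain, 20x imaging, 6 fields/well. Read-out basis: Nuclear/cytoplasmic beta-catenin signal ratio, % activation.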
Yfh1-depleted yeast: enhancers of respiration in Yfh1-depleted yeast, dose response, Friedreich's ataxia, plus single-dose screen (AID 1465). fold induction at 50 µM; hits with a dose series show EC50 in µM. hit rate 0.074% among 220,000. S. cerevisiae Yfh1-off respiration, WST-1 reduction, 72 h; higher fold induction means a stronger effect;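 active = fold induction of absorbance versus untreated yeast above a set limit, then at least 30% activation at any dose in follow-up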;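 note: activators that raise dye reduction in frataxin-depleted yeast; strong numbers were not always called active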
T cell HTS: T cell immune modulation candidate | hit rate 0.068% among 330,000 | 2C CD8+ T cell-vesicle binding, flow cytometry; active compounds read low | calls only at 7 µM;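 active = response, share of CD8 T cells binding vesicles, and their 90th percentile fluorescence all below set limits, cut at about 80% in these data, passing the limit was not always enough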
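Material: 2C TCR transgenic mouse naive CD8+ T cells, MACS-purified. Also added: QL9-charged Drosophila Ld/ICAM-1/B7-1 vesicles. Timing: binding 1.5 h at 37 °C. Measured by: high-throughput flow cytometry with anti-B7-1 and anti-CD8 staining. Read-out: percent CD8+ FL2 mean versus row control. Controls: Unloaded micro-vesicles (low), QL9 vesicles with 0.7% DMSO (high).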
MT stabilize HCS: microtubule stabilizers in HeLa cells; HeLa tubulin immunostaining HCS, 24 h; share of cells brighter than vehicle mean+2SD; % tubulin-high responders, % at 10 µM; hit rate 0.83% among 200,000; AID 2205;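 active = plate Z-score above 3 for both tubulin-high and condensed-nucleus cell shares, with cell loss under 80%, at 10 µM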;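 note: anti alpha tubulin signal scored within the nucleus-defined area of each cell; some results filed as inactive read as strong as hits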
Autophagy HCS: autophagy modulation, high-content screen. MEF GFP-LC3 puncta imaging; test concentration mostly 10 µM. calls only at 10 µM (by protocol). hit rate 0.98% among 190,000. AID 463193;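 active = percentage of spot-positive cells more than 3 SD above its plate mean, without a fluorescence outlier flag or 80% toxicity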;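 note: spot-positive cell cutoff set from DMSO-treated cells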
Dynein cargo inh: dynein cargo transport inhibition | hit rate 0.47% among 220,000 | z-score, hits read low | 3617.4 mouse cells, GR-EGFP nuclear translocation imaging; test concentration mostly 20 µM; stimulated with dexamethasone, 1 µM; active compounds read low;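 active = plate z-score of nuclear minus cytoplasmic receptor signal below a set negative limit, without overly bright fluorescence or cell loss, cut at about -3.5 in these data, passing the limit was not always enough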;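 note: z-score of nuclear minus cytoplasmic ring GR-EGFP intensity difference per well; some compounds called inactive have numbers as strong as hits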
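Schedule: 48 h induction, then 1 h compound, then 30 min agonist, 37 °C. Buffer or medium: tetracycline-free induction medium containing charcoal-stripped FBS. Reagent: 1.0 µM final dexamethasone stimulus. Evaluation: nuclear versus cytoplasmic GR-EGFP signal, averaged per well. Signal: high-content fluorescence imaging after fixation.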
WT yeast gro inh: growth inhibition of WT yeast, mitochondrial fusion screen. AID 1362. inhibition, % at 10 µM. mitochondrial fusion phenotypic screen, WT strain. hit rate 2.1% among 190,000; in the data active = inhibition above about 58%; tested in S. cerevisiae
WT yeast gro inh mutant strain: further read-out of WT yeast gro inh, marked with its call; inhibition, %; mitochondrial fusion phenotypic screen, mutant strain inhibition
Dynein cargo inh cytoplasmic EGFP: further read-out of Dynein cargo inh, marked with its call; z-score; measured here: cytoplasmic GR-EGFP intensity; active compounds read high
Dynein cargo inh nuclear GR-EGFP: also measured in Dynein cargo inh; calls as there; z-score; measured here: nuclear GR-EGFP intensity;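 lower value marks the stronger effect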
Dynein cargo inh cell count: also measured in Dynein cargo inh; calls as there; z-score; measured here: cell count per field
b-catenin transl cell count 5 µM: also measured in b-catenin transl; calls as there; cell count; measured here: cell count, cytotoxicity flag
T cell HTS vesicle-bound %: further read-out of T cell HTS, marked with its call; double positive events, %; measured here: CD8+ vesicle-bound cell fraction;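 binding gate set so that unloaded-vesicle control wells show 10% double positive cells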
MT stabilize HCS Hoechst-high %: also measured in MT stabilize HCS; calls as there; % Hoechst-high responders; measured here: nuclear condensation Hoechst responders;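 share of cells brighter than vehicle mean plus two SD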
MT stabilize HCS cytotoxicity %: second read-out of MT stabilize HCS, no call of its own (marks repeat the call); toxicity, %; measured here: cytotoxicity by cell density;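 0% = mean cell density of plate MIN control wells and 100% = no cells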
Autophagy HCS cell loss 18 h: also measured in Autophagy HCS; calls as there; toxicity, %; measured here: cell loss, nuclei count;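 cell loss after 18 h compound exposure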
An asterisk follows results filed as active; i = inactive; nt = no result given.

SMILES | P. falciparum M1AAP | M17LAP inhibition | b-catenin transl | b-catenin transl cell count 5 µM | Yfh1-depleted yeast | T cell HTS | T cell HTS vesicle-bound % | MT stabilize HCS | MT stabilize HCS Hoechst-high % | MT stabilize HCS cytotoxicity % | Autophagy HCS | Autophagy HCS cell loss 18 h | Dynein cargo inh | Dynein cargo inh cytoplasmic EGFP | Dynein cargo inh nuclear GR-EGFP | Dynein cargo inh cell count | WT yeast gro inh | WT yeast gro inh mutant strain
CC1(c2ccncc2)Nc2ccccc2-c2nc3ccccc3n21 (stereo unspecified) | 8% | -95% | -1.0 | 1060 | i | i | 36 | 4.6 | 1.8 | 8.1 | i | -13 | -0.22 | -0.27 | -0.43 | 1.2 | -11 | -10
CC(C)OC(=O)Cn1c(=O)oc2ccccc21 | 10% | -17% | -3.2 | 1072 | i | i | 35 | 2.0 | 1.2 | 9.0 | i | 6 | 0.041 | 0.83 | 0.44 | -0.33 | -31 | -29
COc1ccc(-c2[nH]ncc2CN(C)Cc2cc(C)[nH]n2)c(F)c1 | 4% | -5% | -2.5 | 964 | i | i | 55 | 2.4 | 2.9 | 7.8 | i | -4 | -0.063 | -0.17 | 0.29 | -0.084 | -1 | 2
CCC(C)c1ccccc1OCCCCN1CCCC1 (stereo unspecified) | 0% | -1% | -1.5 | 526 | i | i | 51 | 4.7 | 2.2 | 3.5 | i | -9 | -0.45 | -0.27 | -0.68 | 0.71 | -3 | 18
COc1ccc(Cn2c(O)c(C=Nc3ccc(OC)cc3)c3ccccc3c2=O)cc1 | -3% | -10% | -3.3 | 585 | i | i | 45 | 2.7 | 3.5 | 15 | i | -9 | -0.31 | 0.25 | -0.11 | 0.94 | -10 | 2
Cc1cccc2[nH]c(SCC(=O)N3CCOCC3)nc12 | 3% | 13% | 0.7 | 1496 | i | i | 54 | 4.5 | 1.6 | 7.4 | i | -9 | -1.6 | -0.34 | -1.1 | 1.2 | 3 | -12
O=c1c(C=NCc2ccccc2)c(NCc2ccccc2)nc2ccccn12 | 13% | 1% | 0.8 | 1051 | i | i | 42 | 3.0 | 1.2 | 4.7 | i | -2 | 0.22 | -0.23 | 0.23 | 0.028 | 0 | 1
CC(=O)Cc1cc(O)c2ccccc2c1OC(=O)c1ccccc1 | 8% | -2% | 1.2 | 1519 | i | i | 60 | 4.7 | 1.4 | 7.2 | i | 17 | 2.3 | 1.9 | 2.1 | -1.8 | 22 | 26
Cc1ccc(-c2ncns2)cc1 | 11% | -1% | -0.9 | 1154 | i | i | 32 | nt | nt | nt | nt | nt | -0.74 | -0.23 | -0.32 | 0.77 | nt | nt
Cc1cc(C)cc(OC(=O)CCN2C(=O)C3C4C=CC(C5CC45)C3C2=O)c1 (stereo unspecified) | 0% | -4% | 0.5 | 1425 | i | i | 60 | 2.9 | 2.0 | 13 | i | -11 | -1.2 | -0.35 | -0.6 | 0.78 | -19 | -7
Cc1ccc(S(=O)(=O)NC(C(=O)O)c2ccccc2)cc1 (stereo unspecified) | 3% | 8% | -0.8 | 908 | i | i | 53 | 4.2 | 2.0 | 7.8 | i | 11 | -0.59 | 0.59 | 0.17 | 0.57 | -15 | -10
Cc1cccc2[nH]c(CN(C)C(=O)CC3C(=O)NCCN3CC(C)(C)C)nc12 (stereo unspecified) | 8% | 15% | -3.7 | 1022 | i | i | 53 | 4.3 | 1.9 | 3.5 | i | -21 | -1.2 | -0.3 | -0.73 | 1.2 | 0 | 9
Cc1c(C#N)c2ncn(CC#N)c(=O)c2n1-c1ccccc1 | 7% | 8% | -0.4 | 1080 | i | i | 51 | 4.4 | 1.3 | 4.9 | i | 2 | 0.2 | -0.21 | -0.05 | -0.22 | -5 | -18
CNC(=S)N1CCN(c2ccc(OC)cc2)CC1 | 5% | -1% | nt | nt | i | i | 66 | 2.8 | 2.4 | 7.9 | i | -32 | -0.7 | -0.11 | -0.56 | -0.31 | -6 | -1
CCOC(=O)C1CCN(C(=O)CN(c2cccc(C(F)(F)F)c2)S(C)(=O)=O)CC1 | -2% | -5% | -1.9 | 1097 | i | i | 34 | 2.5 | 2.0 | 5.6 | i | -5 | -0.12 | -0.073 | -0.24 | 0.82 | 4 | 2
CCOC(=O)c1ccccc1NC(=O)c1c(O)c2ccccc2n(CC)c1=O | 1% | -4% | nt | nt | i | i | 41 | 1.9 | 2.0 | 8.3 | i | 3 | -0.96 | -0.24 | -0.29 | 0.22 | 14 | 15
COc1cccc(C2=CC(c3cccs3)n3nnnc3N2)c1 (stereo unspecified) | 4% | -12% | 1.4 | 1118 | i | i | 40 | 33* | 5.5* | 69* | i | 34 | 0.21 | -0.16 | 0.46 | -0.37 | 8 | 18
O=c1c2ccccc2ncn1C1CCCCC1 | 2% | -1% | -5.6 | 1225 | i | i | 62 | 1.6 | 2.3 | 6.1 | i | -4 | -0.51 | -0.21 | 0.24 | -0.35 | 5 | 12
CC(=O)c1sc(NC(=O)C2(F)C(F)(F)C(F)(F)C(F)(F)C(F)(F)C2(F)F)nc1C | 4% | 0% | 0.7 | 680 | i | i | 66 | 5.9 | 1.9 | 13 | i | -6 | -0.96 | -0.15 | -0.34 | 0.3 | 24 | 38
COc1ccc(NC(=S)NN2CCN(C)CC2)cc1OC | 5% | 9% | -1.7 | 1176 | nt | i | 45 | 4.1 | 2.5 | 6.0 | i | 6 | 0.058 | -0.23 | -0.18 | -0.099 | -9 | 1
C=CCOc1c(OC)cc(/C=N/Nc2cccc(C(=O)O)c2)c(Br)c1Br | 1% | <1µM* | -3.8 | 596 | i | i | 42 | 1.4 | 2.5 | 11 | i | 11 | -0.29 | -0.24 | 0.0069 | 0.27 | -8 | 8
CN(C)c1nc(N)nc(CSc2ccccn2)n1 | 6% | -4% | -2.6 | 1197 | i | i | 21 | 1.8 | 0.9 | 6.2 | i | -5 | -0.82 | -0.2 | -0.29 | 1.3 | -4 | 0
Cc1ccc(NS(=O)(=O)c2ccc(Cl)s2)cc1S(=O)(=O)N(C)C | 16% | 14% | 0.6 | 960 | i | i | 47 | 4.6 | 2.2 | 9.0 | i | -1 | -0.034 | -0.27 | 0.12 | 0.053 | -17 | -1
Cn1c2ccccc2c2n[nH]c(=O)nc21 | -4% | 4% | 2.1 | 832 | i | i | 67 | 2.1 | 0.9 | 7.0 | i | 16 | 2.1 | -0.15 | 0.63 | -0.11 | 9 | -1
CCCCN(C)CCNC(=O)C(=O)c1c(C)[nH]c2ccccc12 | -1% | 11% | 1.6 | 1033 | i | i | 51 | 6.0 | 2.9 | 7.7 | i | 0 | 0.26 | -0.17 | 0.17 | 0.43 | -16 | -19
CCOC(=O)C(CCC(=O)O)(CCC(C)C)c1csc(N)n1 (stereo unspecified) | -1% | 2% | 0.0 | 1015 | i | i | 12 | 1.1 | 1.1 | 5.7 | i | 5 | 0.5 | -0.12 | 0.35 | -0.066 | -20 | -3
COc1ccccc1P(=O)(c1ccccc1)c1ccccc1NC(C)=O (stereo unspecified) | 2% | -2% | -1.5 | 1299 | i | i | 60 | nt | nt | nt | nt | nt | 0.012 | -0.23 | -0.043 | 0.41 | nt | nt
CC1CCCC(NC(=S)Nc2cccc(S(=O)(=O)N(C)C)c2)C1C (stereo unspecified) | 5% | 1% | -0.3 | 1067 | i | i | 5 | 2.0 | 1.6 | 0.4 | i | 35 | 0.072 | -0.21 | 0.093 | 0.26 | 10 | -1
CC1CNc2c(cccc2S(=O)(=O)N[C@@H](CCCN=C(N)N)C(=O)N2CC[C@@H](C)C[C@@H]2C(=O)O)C1 (stereo partly specified) | -3% | -5% | -1.7 | 1108 | i | nt | nt | nt | nt | nt | nt | nt | nt | nt | nt | nt | -14 | -8
C=CCn1c(=O)/c(=C2/SC(C)=C(C)N2CC)s/c1=C1/C(=O)N(CC)C(=S)N1c1ccccc1 | 4% | -3% | 0.3 | 1143 | nt | i | 59 | 3.9 | 1.5 | 7.5 | i | 11 | 0.18 | -0.16 | 0.056 | 1.4 | 10 | 4
CCOC(=O)c1[nH]c2ccc(OC)cc2c1N=CN(C)C | 12% | -10% | 1.5 | 1476 | i | i | 33 | 2.8 | 1.8 | 7.3 | i | -2 | -0.071 | -0.0035 | 0.16 | 0.13 | -6 | -68
CC(C(=O)O)N(C(=O)c1ccccc1)c1ccc(F)cc1 (stereo unspecified) | 1% | -5% | 0.6 | 1469 | i | i | 44 | 2.4 | 2.0 | 6.0 | i | -31 | 0.04 | -0.23 | 0.21 | 0.048 | 4 | 8
N#Cc1ccc(N2CCN(c3ccc(F)cc3)CC2)cc1 | 2% | -6% | 5.8 | 1171 | i | i | 35 | 2.0 | 1.1 | 16 | i | 2 | -0.14 | -0.29 | -0.061 | -0.16 | -10 | -8
